# NR3A LBD binder: NR3A (human) ligand-binding domain modulation; NR3A LBD differential scanning fluorimetry, Tm shift; 0% = protein alone, 100% = glycine-bound protein; Tm shift relative to glycine control, % at 25 µM; 2.5% of 340,000 active; AID 1259313;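 active = melting temperature shift of at least 10% of the positive control shift, at one fixed dose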
# SENP7 inh: SENP7 protease inhibition. Q9BQF6. recombinant SENP7, Z-RLRGG-aminoluciferin luminescence, 40 min. inhibition, % at 5 µM. 1.5% of 330,000 active;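 active = inhibition above about 50% at the single test dose, limit read from the data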;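 also: plate controls were DMSO with enzyme for no effect and no enzyme buffer wells for full effect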
# Target sequence (Q9BQF6 706-1050 limits assumed): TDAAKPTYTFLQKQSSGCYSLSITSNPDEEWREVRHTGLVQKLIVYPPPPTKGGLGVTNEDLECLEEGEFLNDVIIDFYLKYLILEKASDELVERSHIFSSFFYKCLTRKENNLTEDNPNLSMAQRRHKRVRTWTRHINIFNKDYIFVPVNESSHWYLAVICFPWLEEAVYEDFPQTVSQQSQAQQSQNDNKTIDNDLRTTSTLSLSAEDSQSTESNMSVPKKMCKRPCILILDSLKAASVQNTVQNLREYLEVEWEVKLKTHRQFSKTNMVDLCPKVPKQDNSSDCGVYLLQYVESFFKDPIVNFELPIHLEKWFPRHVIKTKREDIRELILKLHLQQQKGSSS
# SENP8 inh: blocks human SENP8 cleavage of Nedd8 substrate; Q96LD8; recombinant SENP8, Nedd8 substrate fluorescence; inhibition, % at 20 µM; 0.64% of 360,000 active; AID 602440; in the data active = inhibition mostly above about 40%, no sharp cut-off; inactive = mostly below about 27%
# Target sequence (Q96LD8 whole entry, looked up): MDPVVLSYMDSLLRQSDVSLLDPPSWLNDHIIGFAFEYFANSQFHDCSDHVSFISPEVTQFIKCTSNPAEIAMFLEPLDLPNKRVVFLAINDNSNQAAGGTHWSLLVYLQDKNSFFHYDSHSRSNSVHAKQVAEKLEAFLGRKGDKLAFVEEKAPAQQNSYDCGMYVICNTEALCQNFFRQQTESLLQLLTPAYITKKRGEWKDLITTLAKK
# HKDC1 inhibitor: blocks human hexokinase HKDC1 activity; inhibition, % at 20 µM; recombinant HKDC1, G6PDH/diaphorase resazurin coupled fluorescence; Q2TB90; 0.16% of 340,000 active;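 active = inhibition above about 35% when tested at 20 µM, limit read from the data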;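 also: plate controls were DMSO wells with enzyme for no effect and DMSO wells lacking enzyme for full effect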
#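 Material: recombinant HKDC1 hexokinase; Amount: HKDC1 at 5 µg/mL; Medium: Tris pH 8.0 buffer with MgCl2, Tween-20, BSA, BME; Schedule: 90 min reaction incubation at room temperature, dark; Technique: coupled resazurin fluorescence, excitation 525 nm, emission 613 nm.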
# ATG4B inh: ATG4B (human) cysteine protease inhibition; Q9Y4P1; ATG4B cleavage of LC3-PLA2, NBD-HPC fluorescence, 1 h; inhibition, % at 8.33 µM; 0.51% of 340,000 active; AID 504462; in the data active = inhibition above about 40%
# Target sequence (Q9Y4P1 whole entry, looked up): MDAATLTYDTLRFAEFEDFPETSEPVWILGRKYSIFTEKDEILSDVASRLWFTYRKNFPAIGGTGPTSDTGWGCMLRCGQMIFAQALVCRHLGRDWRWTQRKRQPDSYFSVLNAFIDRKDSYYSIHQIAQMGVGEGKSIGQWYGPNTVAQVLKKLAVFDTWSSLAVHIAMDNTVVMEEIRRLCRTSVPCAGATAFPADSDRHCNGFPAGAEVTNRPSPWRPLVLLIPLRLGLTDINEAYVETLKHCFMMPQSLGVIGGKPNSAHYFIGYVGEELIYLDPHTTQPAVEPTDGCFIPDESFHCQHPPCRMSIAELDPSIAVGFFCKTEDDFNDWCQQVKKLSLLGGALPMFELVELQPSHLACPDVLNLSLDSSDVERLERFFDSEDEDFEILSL
# SENP6 inh: SENP6 protease inhibition | AID 2599 | inhibition, % at 10 µM | Q9GZR1 | 1.8% of 330,000 active | Recombinant SENP6 catalytic domain, aminoluciferin luminescence;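 active = inhibition above about 50% at the single tested dose, limit read from the data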;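 also: plate controls were DMSO wells with enzyme for no effect and DMSO wells lacking enzyme for full effect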
# PfGluPho inh: PfG6PD (Plasmodium falciparum) enzyme inhibition; 0.78% of 350,000 active; AID 504690; inhibition, % at 20 µM; PfGluPho enzyme, NADPH resazurin-diaphorase fluorescence;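 active = inhibition reaching at least a set limit at 20 µM in the primary screen, cut at about 59% in these data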;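 also: 0% = DMSO wells with substrate and 100% = DMSO wells lacking glucose-6-phosphate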
# MPTP inh: blocks calcium-induced mitochondrial swelling; isolated mouse mitochondria, Ca2+ swelling absorbance, 30 min; inhibition, % at 10 µM; 1.4% of 360,000 active; AID 602449;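 active = inhibition of 50% or more, scaled per plate between neutral and stimulator controls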;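 also: 0% = DMSO wells given calcium and 100% = 1 mM EGTA wells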
# Starred values were filed as active, the others as inactive.
SMILES,NR3A LBD binder,SENP7 inh,SENP8 inh,HKDC1 inhibitor,ATG4B inh,SENP6 inh,PfGluPho inh,MPTP inh
COCCNC(=O)C(=O)Nc1ccc(Br)cc1,2,3,14,-8,8,-3,3,-0.6
CC(=O)Nc1ccc(S(=O)(=O)NNC(=O)c2cccc([N+](=O)[O-])c2)cc1,0,-7,12,-7,2,-9,-7,-0.2
COCC(C)NC(=O)NC(=O)c1ccc(Cl)cc1 (stereo unspecified),3,-5,14,-9,4,-18,-17,0.5
COc1ccc(N(C(=O)c2cccc([N+](=O)[O-])c2)S(=O)(=O)c2ccc3c(c2)n(C)c(=O)n3C)cc1,-14,17,11,-1,-6,-22,5,-0.6
CCCCN(CCCNC(=O)c1ccc(CS(=O)(=O)c2c(Cl)cccc2Cl)o1)Cc1ccccc1,3,5,12,-1,16,-13,21,-2.5
CC(C)NC(=O)c1cc(C(=O)c2cc(Cl)ccc2O)coc1=N,0,4,-56,-1,1,-6,-19,-1.0
CC1CCCN(c2nc3c(c(=O)[nH]c(=O)n3C)n2Cc2ccccc2Cl)C1 (stereo unspecified),1,-2,10,-7,-7,2,-2,-0.7
Cc1ccc(O)c(Cn2nnc3ccccc32)c1,0,-11,5,-3,2,-6,1,1.7
CCOc1ccc(NC(=O)CN(C)C(=O)C2CCCO2)cc1OCC (stereo unspecified),2,-3,21,-2,5,-3,5,-1.8
CCOc1ccccc1NC(=O)CSc1nnnn1-c1ccc(C(=O)OC)cc1,0,0,9,10,8,-18,-20,-0.3
CCOc1cnn(-c2ccccc2)c(=O)c1Cl,0,-2,7,-4,11,-8,-4,0.0
COc1ccc(CC2SC(N)=NC2=O)cc1 (stereo unspecified),0,-1,8,-3,-5,11,-1,-1.1
N=c1c(C(=O)NC2CCCCC2)cc2c(=O)n3ccccc3nc2n1CC1CCCO1 (stereo unspecified),0,1,-338,-5,1,0,9,-0.6
COc1ccccc1Nc1nc(N(C)c2ccccc2)nc(N)c1[N+](=O)[O-],-7,0,34,-3,-10,3,11,1.3
C/C(=N\NC(=O)c1ccc(F)cc1)c1ccccn1,12*,8,14,-5,-7,17,-12,0.1
CCc1cc(OCCCSc2nc(C)cc(=O)[nH]2)ccc1Cl,10,3,0,-13,-4,-9,-17,0.9
Cc1cnc(NC(=O)CSc2nnc(CNc3ccc(F)cc3)n2CC2CCCO2)s1 (stereo unspecified),-1,8,4,-4,-13,-6,-2,0.7
COc1ccc(S(=O)(=O)N2CCN(Cc3cccc(Cl)c3)CC2)cc1,1,-5,16,-2,-12,9,6,-6.8
COc1ccc(-c2cc(C(=O)NC(Cc3c[nH]c4ccccc34)C(=O)O)c(C)o2)cc1OC (stereo unspecified),-1,-5,9,-2,-1,2,6,-1.4
COc1ccc(CCNC(=O)C2CCN(S(C)(=O)=O)CC2)cc1OC,2,-3,18,-9,-4,-8,-8,-0.5
COC(=O)[C@]1(C)N[C@H](CN(C)C(=O)Nc2ccc(OC)cc2)[C@@H]2C(=O)N(Cc3ccccc3)C(=O)[C@@H]21,0,-7,5,-4,4,-35,4,-0.6
CC(=O)Nn1cc2c(c1-c1ccccc1)c(=O)n(C)c(=O)n2C,0,2,-8,3,-1,-14,0,0.3
Cn1c(Cn2c3ccccc3c3ccccc32)n[nH]c1=S,1,-5,15,-4,3,-31,25,3.6
O=C(NCc1ccc(F)cc1)C(c1ccccc1)N(C(=O)c1csnn1)C1CC1 (stereo unspecified),0,-3,11,-8,4,-1,10,4.8
Nc1nnc(COc2ccccc2)s1,-1,7,15,-1,2,5,-2,-4.9
CCC/S(CC1CC1(Cl)Cl)=N\S(=O)(=O)c1ccc(C)cc1 (stereo unspecified),6,3,8,-10,-11,-9,4,-1.6
Cc1ccc(Nc2nc(CSc3nnc(-c4ccccc4)n3C)cs2)cc1,-6,-5,4,15,-2,-25,17,1.1
O=S(=O)(Nc1ccc(N2CCCCC2)cc1)c1ccc(F)cc1,1,1,17,1,-8,-14,21,4.5
CC(=O)Nc1ccc(S(=O)(=O)NCC2CCC(C(=O)NCCCN3CCCC3=O)CC2)cc1 (stereo unspecified),0,3,10,-7,-10,-7,6,1.6
CCn1c(CCNC(=O)c2ccc(F)cc2)nc2ccccc21,0,-3,12,3,4,-8,-13,-1.4
Cc1c(C(=O)NCC(C)(C)N2CCOCC2)oc2ccccc12,2,8,-9,-5,-12,-1,-1,-1.2
CC(=O)Nc1ccc(C(=O)OCc2ccc(F)cc2)cc1,-1,-2,5,5,3,3,-4,-1.7
CC1CCC/C=C/C(=O)c2c(O)cc(O)cc2CC(=O)O1 (stereo unspecified),-2,-3,34,11,-9,-2,24,-0.7
Cc1ccc(CN2[C@@H]3c4ccccc4C[C@@H]3OCCS2(=O)=O)cc1,5,-18,13,-2,6,-9,1,-0.9
Cc1ccc(-n2nnc3c(=O)n(CC(=O)NCC4CCCO4)cnc32)cc1 (stereo unspecified),0,-5,10,2,2,8,-16,-3.6
Cn1c(CC(=O)Nc2ccccc2Cl)nnc1SCC(=O)NC1=NCCS1,-2,2,20,3,-3,14,-3,1.0
Cc1noc(C)c1COC(=O)c1ccccc1Sc1ccccc1C#N,4,2,22,5,-16,-2,16,4.5
O=C(OCc1ccc(Br)cc1)c1ccncc1,1,5,19,-7,0,-17,-16,-2.1
Clc1ccc(-c2ccc(C=Nc3ccc(N4CCOCC4)cc3)o2)cc1,-11,3,-103,-10,23,-5,34,0.8
COC(=O)c1ccc(NC(=O)CCN2C(=O)CSC2=O)cc1,-1,9,9,-6,2,-21,6,-0.6
Cc1ccc(C(=O)NC(=O)CSc2nncn2C)cc1,0,-1,2,-7,-9,6,-3,-1.0
COc1ccc2c(O)c(-c3c(C)cc(C)cc3C)c(=O)[nH]c2c1,-2,4,-57,-3,-4,11,-7,0.7
CCn1c(SCC(=O)n2c(C)c(C)c3ccccc32)nnc1-c1ccco1,0,7,7,3,-3,0,35,3.1
Cc1ccc(SCc2c(C(=O)N/N=C/C3CC=CCC3)nnn2-c2nonc2N)cc1 (stereo unspecified),85*,-4,9,2,3,-27,-4,6.2
COc1cccc(CNC(=O)c2ccc(CS(=O)c3ccccc3)o2)c1 (stereo unspecified),0,14,-1,-2,3,-20,8,-1.2
Brc1ccccc1OCCCCN1CCCCC1,0,2,13,-3,3,1,-13,5.6
COc1ccc([N+](=O)[O-])cc1NS(=O)(=O)c1cccc(C(=O)O)c1,0,-4,19,3,7,-13,-12,5.1
COc1ccc(C2CC(c3ccccc3)=NN2S(=O)(=O)c2ccc(C)cc2)c(OC)c1 (stereo unspecified),4,5,15,1,-4,-5,5,1.6
CCCCOc1ccc(C(=O)N2CCCC2)cc1,-13,3,5,-6,6,-1,-6,-2.0
COc1ccc(-c2nc3ccccc3c(=O)n2CCc2ccc(O)cc2)cc1,-1,-16,-26,-2,5,-29,7,0.3
O=C(NCc1ccccc1)c1cnc2n(c1=O)CCS2,-1,9,17,2,4,-10,-2,0.5
C[C@H](NS(=O)(=O)OCC(Cl)(Cl)Cl)C1CC1c1ccccc1 (stereo partly specified),-22,0,0,5,8,-6,13,2.9
CC(=O)Oc1ccc2nc(CN3C(=O)c4ccc([N+](=O)[O-])cc4C3=O)oc(=O)c2c1,0,12,14,3,-2,-3,-16,1.3
C(=N/Nc1cc(N2CCOCC2)nc(N2CCOCC2)n1)/c1ccccc1,0,32,17,5,-13,39,17,0.0
CCCCCCCCN1[C@@H](CC(=O)OC)c2cc(C(F)(F)F)ccc2S1(=O)=O,3,-2,17,-5,7,-2,17,0.0
Nc1cc2c([N+](=O)[O-])cccc2o1,-5,5,23,-8,4,-7,16,1.5
COc1ccc(Cn2c(=O)c3c(nc(NCCO)n3C)n(C)c2=O)cc1,-2,0,8,-9,-7,-15,-21,-5.0
N#Cc1cccnc1N1CCN(C(=O)c2cccc3c2C(=O)c2ccc(Cl)cc2S3(=O)=O)CC1,-2,6,-156,6,-8,7,-9,1.1
COc1ccc(C(=O)Nc2cccc3c2CCCC3)c(OC)c1,5,-2,9,-6,-3,-23,17,4.9
O=[N+]([O-])c1ccccc1CN1CCN(S(=O)(=O)Cc2ccccc2)CC1,1,-37,21,-9,-3,-3,-8,0.3

# In another format: results already given.
# Each structure is followed by: NR3A LBD binder | SENP7 inh | SENP8 inh | HKDC1 inhibitor | ATG4B inh | SENP6 inh | PfGluPho inh | MPTP inh
- Cc1ccc(SCc2c(C(=O)N/N=C/C3CC=CCC3)nnn2-c2nonc2N)cc1 (stereo unspecified)
→ 85* | -4 | 9 | 2 | 3 | -27 | -4 | 6.2
- COc1cccc(CNC(=O)c2ccc(CS(=O)c3ccccc3)o2)c1 (stereo unspecified)
→ 0 | 14 | -1 | -2 | 3 | -20 | 8 | -1.2
- Brc1ccccc1OCCCCN1CCCCC1
→ 0 | 2 | 13 | -3 | 3 | 1 | -13 | 5.6
- COc1ccc([N+](=O)[O-])cc1NS(=O)(=O)c1cccc(C(=O)O)c1
→ 0 | -4 | 19 | 3 | 7 | -13 | -12 | 5.1
- COc1ccc(C2CC(c3ccccc3)=NN2S(=O)(=O)c2ccc(C)cc2)c(OC)c1 (stereo unspecified)
→ 4 | 5 | 15 | 1 | -4 | -5 | 5 | 1.6
- CCCCOc1ccc(C(=O)N2CCCC2)cc1
→ -13 | 3 | 5 | -6 | 6 | -1 | -6 | -2.0
- COc1ccc(-c2nc3ccccc3c(=O)n2CCc2ccc(O)cc2)cc1
→ -1 | -16 | -26 | -2 | 5 | -29 | 7 | 0.3
- O=C(NCc1ccccc1)c1cnc2n(c1=O)CCS2
→ -1 | 9 | 17 | 2 | 4 | -10 | -2 | 0.5
- C[C@H](NS(=O)(=O)OCC(Cl)(Cl)Cl)C1CC1c1ccccc1 (stereo partly specified)
→ -22 | 0 | 0 | 5 | 8 | -6 | 13 | 2.9
- CC(=O)Oc1ccc2nc(CN3C(=O)c4ccc([N+](=O)[O-])cc4C3=O)oc(=O)c2c1
→ 0 | 12 | 14 | 3 | -2 | -3 | -16 | 1.3
- C(=N/Nc1cc(N2CCOCC2)nc(N2CCOCC2)n1)/c1ccccc1
→ 0 | 32 | 17 | 5 | -13 | 39 | 17 | 0.0
- CCCCCCCCN1[C@@H](CC(=O)OC)c2cc(C(F)(F)F)ccc2S1(=O)=O
→ 3 | -2 | 17 | -5 | 7 | -2 | 17 | 0.0
- Nc1cc2c([N+](=O)[O-])cccc2o1
→ -5 | 5 | 23 | -8 | 4 | -7 | 16 | 1.5
- COc1ccc(Cn2c(=O)c3c(nc(NCCO)n3C)n(C)c2=O)cc1
→ -2 | 0 | 8 | -9 | -7 | -15 | -21 | -5.0
- N#Cc1cccnc1N1CCN(C(=O)c2cccc3c2C(=O)c2ccc(Cl)cc2S3(=O)=O)CC1
→ -2 | 6 | -156 | 6 | -8 | 7 | -9 | 1.1

# Next section
SMILES,NR3A LBD binder,SENP7 inh,SENP8 inh,HKDC1 inhibitor,ATG4B inh,SENP6 inh,PfGluPho inh,MPTP inh
O=[N+]([O-])c1cc(S(=O)(=O)N2CCCCC2)ccc1NCCN1CCOCC1,-2,13,9,-6,-9,-9,2,1.7
COC(=O)C(NC(=O)c1ccccc1)=C1CCCCC1,0,0,9,-8,-1,-6,2,-2.6
CC1Sc2ccc(S(=O)(=O)CCC(=O)N(C)Cc3ccccc3)cc2NC1=O (stereo unspecified),-1,-3,5,-4,-6,-6,0,-1.0
COc1ccc(S(=O)(=O)N2CCN(c3ncccn3)CC2)cc1OC,-1,-20,3,-5,-2,-8,-21,-1.0
O=C1C(=O)N(Cc2ccncc2)C(c2cccc(O)c2)/C1=C(\O)c1ccc2c(c1)OCCO2 (stereo unspecified),0,12,-10,-1,1,0,18,0.5
Cc1nc2scc(-c3ccc(C(C)(C)C)cc3)c2c(=O)n1N,-1,9,0,1,5,6,21,3.2

# Source: PubChem
